GASC-1 inh – inhibitors of GASC-1 histone demethylase, primary screen, biochemical, fluorescence, DELFIA europium. Lysine-specific demethylase 4C (Homo sapiens), Q9H3R0. GST-JMJD2C(1-420) H3K9me3 demethylation. inhibition, % at 2.35 µM. 0.069% of 330,000 active;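 active = more than half of a compound's replicate wells show inhibition beyond 50%, single wells judged on their own value; inconclusive = some, but no more than half, of replicates pass 50% inhibition; inactive = no replicate passes 50% inhibition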;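 also: signal counts dimethyl H3K9 product captured on neutravidin plate; 0% = median of DMSO wells and 100% = 0.3 times that DMSO median; strong numbers were not always called active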
TPT1 inh – Candida albicans TPT1 enzyme inhibitors, primary screen, biochemical, fluorescence polarization; 0.81% of 300,000 active; tRNA 2'-phosphotransferase TPT1 (Candida albicans SC5314); inhibition, % at 5 µM; recombinant caTPT1, FP RNA substrate dephosphorylation;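 active = inhibition above the mean of all tested compounds plus 3 SD, set per screening campaign, cut at about 24% in these data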;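 also: plate controls were DMSO alone for no effect and ferristatin control at 100 nM for full effect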
PP1 inh – PP1-alpha phosphatase inhibitors, primary screen, counter-screen for PP5 inhibitor project, biochemical, fluorescence, OMFP substrate, single point | Serine/threonine-protein phosphatase PP1-alpha catalytic subunit (Homo sapiens), P62136 | purified PP1alpha | inhibition, % at 6.7 µM | 0.9% of 320,000 active | AID 2235, 2010;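 active = inhibition above the mean inhibition of all tested compounds plus 3 SD, computed separately for each screening campaign, cut at about 15% in these data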
Target sequence (P62136 whole entry, looked up): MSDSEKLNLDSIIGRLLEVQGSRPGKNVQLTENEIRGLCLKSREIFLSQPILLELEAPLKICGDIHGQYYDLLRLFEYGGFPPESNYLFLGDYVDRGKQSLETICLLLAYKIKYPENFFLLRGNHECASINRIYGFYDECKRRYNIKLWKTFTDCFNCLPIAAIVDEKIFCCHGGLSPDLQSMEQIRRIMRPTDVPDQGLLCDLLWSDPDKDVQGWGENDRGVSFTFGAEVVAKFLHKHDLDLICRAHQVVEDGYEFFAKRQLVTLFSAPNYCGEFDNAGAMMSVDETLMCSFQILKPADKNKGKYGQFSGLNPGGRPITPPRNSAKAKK
LYPLA2 counter – LYPLA2 inhibitors, primary screen, counter-screen for PME1 inhibitor project, biochemical, fluorescence polarization, FP-Rh probe ABPP | recombinant LYPLA2 | inhibition, % at 5.9 µM | Acyl-protein thioesterase 2 (Homo sapiens), O95372 | 0.38% of 320,000 active;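 active = inhibition above the screen-wide mean plus 3 SD, limit set per campaign, cut at about 26% in these data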;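 also: 0% = LYPLA2 with DMSO and 100% = wells lacking LYPLA2 enzyme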
Target sequence (O95372 whole entry, looked up): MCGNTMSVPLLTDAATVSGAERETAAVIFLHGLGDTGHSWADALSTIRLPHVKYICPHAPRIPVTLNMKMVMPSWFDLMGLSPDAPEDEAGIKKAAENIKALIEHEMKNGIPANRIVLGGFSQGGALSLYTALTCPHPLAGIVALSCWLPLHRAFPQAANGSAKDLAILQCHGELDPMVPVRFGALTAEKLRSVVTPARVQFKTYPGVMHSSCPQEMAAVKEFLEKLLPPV
PREPL inh – PREPL enzyme inhibitors, primary screen, biochemical, fluorescence polarization; recombinant PREPL, fluorescence polarization activity-based probe; inhibition, % at 5.96 µM; AID 2751, 2010; 0.68% of 320,000 active; in the data active = inhibition above about 43%;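 also: 0% = enzyme with DMSO and 100% = wells lacking enzyme; many of its hits are not listed in these tables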
PP5 primary – PP5 phosphatase inhibitors, primary screen, biochemical, fluorescence. Serine/threonine-protein phosphatase 5 (Homo sapiens), P53041. purified PP5c, OMFP substrate fluorescence. inhibition, % at 6.7 µM. 0.18% of 320,000 active. AID 1987, 2009;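 active = inhibition above the campaign's mean inhibition across all tested compounds plus 3 SD, cut at about 9.5% in these data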;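 also: 0% = DMSO only and 100% = 100 µM cantharidin control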
Target sequence (P53041 whole entry, looked up): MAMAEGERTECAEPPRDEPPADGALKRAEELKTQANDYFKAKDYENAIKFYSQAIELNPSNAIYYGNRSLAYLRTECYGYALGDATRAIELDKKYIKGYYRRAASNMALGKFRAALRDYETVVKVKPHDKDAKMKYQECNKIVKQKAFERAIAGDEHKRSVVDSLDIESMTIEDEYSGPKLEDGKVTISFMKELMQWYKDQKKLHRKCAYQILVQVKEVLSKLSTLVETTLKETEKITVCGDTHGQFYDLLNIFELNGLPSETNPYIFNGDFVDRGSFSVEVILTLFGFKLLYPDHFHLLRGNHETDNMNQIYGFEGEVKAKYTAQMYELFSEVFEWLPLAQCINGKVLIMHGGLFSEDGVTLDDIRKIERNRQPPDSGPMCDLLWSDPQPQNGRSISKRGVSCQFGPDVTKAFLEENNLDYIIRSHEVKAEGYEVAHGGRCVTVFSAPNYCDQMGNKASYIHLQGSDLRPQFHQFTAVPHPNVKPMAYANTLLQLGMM
Fh CTSL1 inh – Fasciola hepatica cathepsin L1 inhibitors, primary screen, counter-screen for PFM18AAP inhibitor project, biochemical, QFRET, fluorogenic peptide substrate; recombinant F. hepatica cathepsin L1, Z-Leu-Arg-MCA fluorescence; inhibition, % at 5.96 µM; 0.49% of 300,000 active;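 active = inhibition above the mean of all tested compounds plus 3 SD, set per screening campaign, cut at about 17% in these data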;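 also: 0% = plate median of test compound wells and 100% = 1 µM Z-Phe-Ala-diazomethylketone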
HCV core dimer – inhibitors of HCV core protein dimerization, primary screen, biochemical, TR-FRET, high-throughput | TR-FRET GST/Flag-core106 dimerization, 1536-well | inhibition, % at 5 µM | 0.33% of 300,000 active | AID 1899, 2009;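 active = inhibition above the mean of all tested compounds plus 3 SD, set per screening campaign, cut at about 45% in these data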
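Material: GST/Flag-tagged HCV core106 proteins. Incubation: 4 h, 22.5 °C incubation. Read-out basis: inhibition (%) from 671 over 617 nm ratio. Measured by: TR-FRET, excitation 340 nm, emission 617 and 671 nm.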
Efflux pump inh – inhibitors of Candida efflux pumps in yeast, primary screen, S. cerevisiae, Nile Red, multiplex | S. cerevisiae Candida pump triplex | inhibition, % at 10 µM | 0.44% of 330,000 active | AID 485275, 2010;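 active = plate passing quality check with inhibition over a set limit, or well fluorescence over plate mean plus 4 SD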;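 also: Nile Red retained in pooled yeast measured as flow cytometry median fluorescence; 0% = buffer negative control and 100% = Enniatin B positive control; higher means more Nile Red kept so more efflux inhibition; some compounds called inactive have numbers as strong as hits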
Numbers without * were called inactive; i = inactive; ? = inconclusive; nt = no result given; & = joins results of further samples.

Compound	PP1 inh	PP5 primary	GASC-1 inh	LYPLA2 counter	HCV core dimer	Efflux pump inh	TPT1 inh	PREPL inh	Fh CTSL1 inh
CCOc1ccc(N2CC(C(=O)Nc3ccc4c(c3)OCO4)CC2=O)cc1 (configuration not stated)	4	-1.7	-1	2	0	-0.1	1	-14	-2
O=C(O)CSc1c(O)c2ccccc2[nH]c1=O	-2	0.8	24	-3	-1	-0.1	1	3	-2
N#Cc1ccc(-c2ccc(Cl)cc2)nc1SCC(=O)c1cccc(Cl)c1	-1	1.4	nt	-5	8	0.1	22	14	3
CNC(=O)c1sc2nc(-c3ccc(OC)cc3)cn2c1C	5	0.3	-5	7	-5	-0.1	0	6	-2
Cc1ccccc1NC(=O)/C(C#N)=C\c1cccnc1	-3	0.0	26	-1	-2	0.0	3	1	2
Cn1c(SCC(=O)Nc2nccs2)nnc1-c1cccnc1	0	-3.2	-1	0	nt	0.3	nt	3	nt
COc1cccc(/C=N/NC(=O)c2cc3c(OC)ccc(OC)c3[nH]2)c1O	16*	1.8	-18	5	-32	-0.3	5	34	6
CN1CCCC(OC(=O)c2ccc(S(=O)(=O)N(C)C)cc2)C1 (configuration not stated)	0	0.1	-21	-1	-2	-0.1	-3	0	-2
CC(C)n1c(N2CCN(C(=O)Nc3ccc(Cl)cc3)CC2)nc2ccccc21	-2	1.4	-15	-6	1	0.1	-1	-1	-2
CCN(C(C)=O)c1nc(CCl)cs1	-4	-0.2	20	0	1	-0.2	0	-5	0
COc1ccc(CCNc2ccc(S(N)(=O)=O)cn2)cc1	-1	0.7	1	12	-11	-0.3	1	6	0
c1ccc(CCN2CCN=C2Nc2ccccc2)cc1	-3	1.0	4	-1	-5	-0.1	-3	7	-2
CN1CCN(c2oc(-c3ccc([N+](=O)[O-])cc3)nc2C#N)CC1	-3	0.2	-4	5	-3	-0.2	-3	-3	-2
COc1ccc(CN(C(=O)CO/N=C/c2ccccc2)c2ccccc2C(=O)O)cc1	4	-2.6	2	-2	14	0.0	-1	-1	-2
CCN(CC)c1nc(SCCOC(=O)Nc2ccccc2)nc(N(CC)CC)n1	-1	5.6	-3	-12	-1	0.0	0	-3	0

(listing goes on)
Compound	PP1 inh	PP5 primary	GASC-1 inh	LYPLA2 counter	HCV core dimer	Efflux pump inh	TPT1 inh	PREPL inh	Fh CTSL1 inh
Nc1cnnc(N/N=C\c2ccccc2)c1Cl	1	-3.5	-1	5	0	-0.2	-3	0	-5
Cc1cccc(Nc2cc(=O)[nH]c(=O)[nH]2)c1C	3	2.9	3	8	-13	-0.2	-1	12	1
CC1CCCCC1NC(=O)c1cncc(Br)c1 (configuration not stated)	-1	-1.6	7	2	-8	0.0	-2	8	1
O=C(COc1cccc2ccccc12)N1c2ccccc2CCc2ccccc21	12	3.6	?	0	15	0.0	-5	-23	3
Cc1[nH]c2ccccc2c1N=Nc1cc(C(=O)O)cc(C(=O)O)c1	1	1.8	3	3	-8	-0.1	1	-6	4
COCCn1c(C(C)C)nc2sc3ccccc3c(=O)c2c1=O	-6	1.5	32	2	1	-0.1	-3	27	0
CCCCSc1nc(C)cc(SCC(=O)N/N=C/c2ccccc2)n1	1	1.7	-4	-1	7	-0.1	-3	18	1
Cc1cccc(NC(=O)CSCC(=O)NCc2ccco2)c1	-2	1.3	0	4	-4	0.0	-2	13	-6
COc1ccc(-c2csc(NC(=O)CSc3nc(C)nc4sc(C(=O)O)c(C)c34)n2)cc1	3	0.3	8	-4	21	0.2	-4	-10	1
O=C(NCCCn1ccnc1)c1nc(Cn2cc([N+](=O)[O-])cn2)no1	-7	4.4	7	10	-8	0.2	2	1	-1
COc1ccc(CCNC(=O)c2ccc(-c3ccc([N+](=O)[O-])cc3)o2)cc1OC	-1	-0.6	6	0	-3	-0.2	10	-3	2
CCOc1ccccc1C1CC(=O)NC(SCC)=C1C#N (configuration not stated)	2	4.3	-2	0	-12	-0.1	0	12	2
CCN(CC)c1ccc(C(=O)NNC(=O)CCl)cc1	0	-2.0	28	2	1	0.2	3	-4	58*
Cc1ccccc1CC(=O)N1CCN(C(=O)C2CCCO2)CC1 (configuration not stated)	2	2.3	-4	-1	12	0.0	1	1	0
CCn1c(CNc2ccc(C)cc2C)nnc1SCC(=O)N1CCCc2ccccc21	3	1.7	9	-4	10	0.3	0	28	6

Next entries
Compound	PP1 inh	PP5 primary	GASC-1 inh	LYPLA2 counter	HCV core dimer	Efflux pump inh	TPT1 inh	PREPL inh	Fh CTSL1 inh
O=C(CN1C(=O)NC2(CCc3ccccc32)C1=O)Nc1ccc(Br)cc1F (configuration not stated)	0	2.7	nt	0	nt	-0.3	nt	11	nt
O=C(CCl)NCCNC(=O)c1cc(OCC(F)(F)F)ccc1OCC(F)(F)F	3	0.9	14	-7	2	-0.1	3	4	12
CCCn1nc(-c2ccccc2)c2nc3ccccc3nc21	0	-1.1	3	5	-7	0.0	-7	-1	0
O=S(=O)(c1ccc(S(=O)(=O)N2CCCC2)cc1)N1CCCCC1	-2	0.5	12	-1	-6	0.5	-1	6	-2
CC(C)c1ccc(/C=C/C(=O)Nc2nc3ccc([N+](=O)[O-])cc3s2)cc1	1	-0.5	1	-9	-8	0.1	2	13	-2
COc1ccc2nc(C3CCCCC3)c3c(c2c1)CCC3	-1	1.0	3	0	3	-0.2	-2	-1	-2
COc1ccc(-n2c(C)cc(C)c(C(C)=O)c2=S)cc1	5	0.8	3	-1	-15	-0.4	-2	-2	6
COc1ccc(CCNC(=O)c2cc(-c3ccccc3)c(N3CCOCC3)s2)c(OC)c1OC	1	2.6	7	4	6	-0.1	-3	17	3
COC(=O)N/N=C/c1ccc(OS(=O)(=O)c2ccc(C)cc2)c(OC)c1	-2	3.0	6	-1	2	-0.1	1	-6	-3
COc1ccc(/C=C2\C(=O)NCC(=O)N2Cc2ccccc2)cc1	-9	0.5	19	5	8	0.1	0	5	-4
COc1ccc(C2CC(c3cccs3)=NN2C(=O)CSc2nncs2)cc1OC (configuration not stated)	-1	2.2	i	-2	5	-0.1	-1	4	2
O=C(c1ccco1)N1CCN(C(=O)c2cc3c(s2)-c2ccccc2OC3)CC1	-1	-0.6	-1	4	-10	0.0	-2	12	1
Cc1ccc2c(c1)Oc1ccc([N+](=O)[O-])cc1C(=O)N2	2	-0.1	-9	5	13	-0.1	0	-2	-1
c1ccc(Cc2nn3c(Cn4nnc5ccccc54)nnc3s2)cc1	0	0.7	9	8	3	0.0	-1	5	2
NC(=O)c1ccc(NC(=O)C2COc3ccccc3O2)cc1 (configuration not stated)	0	3.6	1	2	-1	0.1	0	-2	-2

Following part
Compound	PP1 inh	PP5 primary	GASC-1 inh	LYPLA2 counter	HCV core dimer	Efflux pump inh	TPT1 inh	PREPL inh	Fh CTSL1 inh
CC(C)NCCOCCOc1ccccc1F	-5	0.7	7	-2	-1	0.2	0	11	-1
COc1ccc(-n2c(SCC(=O)NNC(=O)c3ccccc3C)nnc2-c2ccncc2)cc1	-2	1.1	23	6	-2	-3.4	-4	0	8
CCOC(=O)C1CCN(c2cc3c(cc2NC(=O)c2ccc(OC)c(OC)c2)n(C)c(=O)n3C)CC1	-2	0.6	-5	1	3	0.2	-1	40	0
CCOc1cc(N2CCOCC2)c(OCC)cc1NC(=O)CN1CCCC1	-2	-0.2	0	8	-12	-0.7	-4	7	-4
CC(=O)Nc1nc(CC(C)C)cc(-c2ccco2)c1C#N	-4	1.4	4	7	1	-0.3	-3	1	-4
COc1ccc(OC)c(NC(=O)CN2C(=O)C3(OCCCO3)c3ccccc32)c1	-2	0.0	6	0	2	-0.1	0	10	-3
O=C(c1ccc(COc2ccccc2Cl)o1)N1CCN(Cc2ccc3c(c2)OCO3)CC1	1&0	2.9&1.4	-8&-21	2&-3	9&6	0.3&-0.2	-2&-4	20&17	2&-1
COc1ccccc1CNC(=O)CN1C(=O)N(C)C2(CCCCC2)C1=O	0	-2.1	9	7	nt	-0.2	nt	16	nt
CCC(CC)CN1C(Nc2ccccc2)=NC[C@@H]1C	-4	1.7	0	2	4	-0.1	1	1	-2
COc1ccccc1NC(=O)CSc1nc2c(sc3ccccc32)c(=O)n1CCN(C)C	3	3.6	1	6	2	0.1	1	-1	2
CCN(CC)c1ccc(NC(=O)/C=C\c2ccccc2Cl)cc1	-1	4.0	1	2	-11	0.0	0	14	-1
CC[C@H](C)[C@@H](NC(=O)O[C@@H]1C(=O)c2cc(OC)ccc2O[C@H]1c1ccc(OC)c(Br)c1)C(=O)OC	6	3.6	-1	2	11	-0.1	-1	-6	1
COc1ccc(C(=O)Nc2nc(C)c(C)s2)cc1OC	0	3.4	1	0	-1	0.0	1	-3	0
Cc1ccc(S(=O)(=O)/N=C(/c2ccc(F)cc2)N2CCCC2)cc1	-3	-2.7	26	0	-8	0.1	0	14	-6
COc1ccc(Cn2c(=N)c(C(=O)NC3CCCCC3)cc3c(=O)n4ccccc4nc32)cc1	-1	1.1	?	-7	15	0.0	4	19	6

Next compounds follow:
Compound	PP1 inh	PP5 primary	GASC-1 inh	LYPLA2 counter	HCV core dimer	Efflux pump inh	TPT1 inh	PREPL inh	Fh CTSL1 inh
Cc1nnc2sc(SCC(=O)N3CCC(C)CC3)nn2c1=O	-8	1.5	-4	-1	-6	0.0	-1	14	47*
O=C(N[C@@H](Cc1ccccc1)C(=O)NCc1ccc(F)cc1)C1CCNCC1	4	-1.8	2	-1	1	-0.1	0	5	-2
CCOc1ccc(C2(C)NC(=O)N(CCN(C)C)C2=O)cc1 (configuration not stated)	-4	-0.8	2	2	5	-0.2	0	-10	-1
COc1ccc(CNC(=O)[C@@H](NC(=O)C2CCN(C(=O)[C@@H]3CCCN3C(=O)OC(C)(C)C)CC2)C(C)C)cc1	-5	5.5	18	-4	-5	0.6	-1	9	-6
O=C(CCNC(=O)c1ccccc1Cl)Nc1ccncc1	1	3.6	9	-7	-3	0.1	0	-2	-2
O=C(Nc1ccc(Br)cc1)c1cccnc1N1CCCCC1	2	0.8	-9	2	-7	-0.1	-3	19	5
CCc1cccc(CC)c1NC(=O)COC(=O)c1ccccc1-c1nc2ccccc2s1	1	2.5	8	3	7	0.1	1	-1	3
CC12CCC(C(=O)N(NC(=O)c3cc(Cl)ccc3O)C1=O)C2(C)C (configuration not stated)	-5	1.7	4	3	-8	0.2	15	7	-3
O=C(Nc1ccc(F)cc1)Oc1ccccc1N1CCOCC1	-3	1.9	4	1	-2	0.0	-8	1	1
O=C(Nc1cccc(-c2nn[nH]n2)c1)c1ccc(Br)s1	1	6.6	-2	3	-9	0.1	-1	-8	1
Fc1ccc(-n2ncc3c(SCc4cccnc4)ncnc32)cc1	-3	1.7	0	6	4	0.0	-1	-6	2
O=C(c1cccnc1)N1C2CCC1CC(O)(c1ccc(F)cc1)C2 (configuration not stated)	-3	0.6	0	5	-1	-0.2	0	8	-4
Cc1cc(S(=O)(=O)N2CC(=O)N(CCc3ccccc3)C(=O)C2)ccc1F	-1	-0.4	0	2	4	0.1	-5	-4	2

Screening data as filed in PubChem BioAssay.

Some of the compounds tested; count on the stated rates, not on these rows.
